High-throughput results from PubChem BioAssay.
PLC-beta3 inh: inhibitors of human phospholipase C beta3; 370,000 compounds, 0.18% hits; inhibition, % at 12.2 µM; Q01970; Purified PLC-beta3, fluorogenic substrate, fluorescence; in the data active = inhibition above about 11%;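 note: 0% = median of compound wells on plate and 100% = full blocker control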
Tn6 DDE FP: disrupts Tn6 cyclic peptide binding to fibrin D-Dimer-E complex. P02675. Fibrin DD(E) TRITC-Tn6 fluorescence polarization displacement. inhibition, % at 8.3 µM. 370,000 compounds, 0.21% hits. AID 720509;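 active = inhibition above a per-campaign cutoff: mean of compounds within control limits plus 3 SD, cut at about 15% in these data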;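 note: 0% = median of all compound wells on the plate and 100% = blocking peptide control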
Target sequence (P02675 whole entry, looked up): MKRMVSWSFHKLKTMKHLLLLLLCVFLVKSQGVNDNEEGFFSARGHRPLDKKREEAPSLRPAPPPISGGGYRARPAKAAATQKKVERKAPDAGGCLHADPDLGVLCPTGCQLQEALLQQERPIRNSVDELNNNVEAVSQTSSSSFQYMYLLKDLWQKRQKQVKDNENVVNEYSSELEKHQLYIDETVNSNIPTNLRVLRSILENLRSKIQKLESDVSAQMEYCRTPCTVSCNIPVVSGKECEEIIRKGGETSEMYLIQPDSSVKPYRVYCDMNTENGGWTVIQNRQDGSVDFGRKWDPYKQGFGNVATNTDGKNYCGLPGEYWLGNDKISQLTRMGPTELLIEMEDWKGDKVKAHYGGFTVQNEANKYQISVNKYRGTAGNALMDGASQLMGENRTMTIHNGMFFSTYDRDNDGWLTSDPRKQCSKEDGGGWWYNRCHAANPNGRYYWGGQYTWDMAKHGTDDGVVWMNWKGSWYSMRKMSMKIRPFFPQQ
UHRF1 binding: human UHRF1 methylated DNA binding inhibitors; inhibition, % at 4.4 µM; UHRF1 binding to methylated oligo, TR-FRET; Q96T88; 370,000 compounds, 0.75% hits; in the data active = inhibition above about 21%;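 note: UHRF1 SRA domain binding a hemimethylated CpG hairpin DNA probe; 0% = median of test compound wells and 100% = reference inhibitor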
KLK7 zymogen act: proKLK7 (human) activation, primary screen. P49862. purified proKLK7, EDANS-DABCYL substrate fluorescence; 100% is mature enzyme control, 0% vehicle. activation, % at 7 µM. 370,000 compounds, 0.9% hits. AID 652039;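 active = activation above the mean of all tested compounds plus 3 SD, computed per campaign excluding outliers beyond control limits, cut at about 13% in these data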
sPLA2-III inh: Inhibits HGIII-sPLA2 liposome hydrolysis, primary screen. Q9NZ20. QFRET BODIPY PC-A2 liposome hydrolysis, fluorescence. inhibition, % at 12.2 µM. 370,000 compounds, 0.56% hits. AID 743126;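 active = inhibition above mean plus 3 SD of compounds lying within the high and low control bounds, cut at about 19% in these data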;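 note: 0% = median of test compound wells and 100% = no enzyme DMSO wells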
Target sequence (Q9NZ20 whole entry, looked up): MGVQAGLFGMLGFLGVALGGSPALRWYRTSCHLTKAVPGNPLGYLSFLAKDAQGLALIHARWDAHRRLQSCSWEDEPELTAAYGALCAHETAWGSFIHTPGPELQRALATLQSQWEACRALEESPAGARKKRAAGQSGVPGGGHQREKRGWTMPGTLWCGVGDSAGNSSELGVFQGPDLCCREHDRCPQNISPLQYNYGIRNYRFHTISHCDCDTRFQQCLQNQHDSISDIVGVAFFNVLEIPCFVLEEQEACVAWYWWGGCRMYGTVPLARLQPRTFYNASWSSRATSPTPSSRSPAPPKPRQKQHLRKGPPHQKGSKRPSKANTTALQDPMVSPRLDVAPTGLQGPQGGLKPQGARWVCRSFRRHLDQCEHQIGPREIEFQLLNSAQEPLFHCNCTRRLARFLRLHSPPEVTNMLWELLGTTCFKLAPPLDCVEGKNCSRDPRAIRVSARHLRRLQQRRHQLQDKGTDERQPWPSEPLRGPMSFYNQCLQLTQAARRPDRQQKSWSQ
NR1D1 modulator: Rev-erb alpha (human) modulation; P20393; AID 1259318; Rev-erbα–FITC-DNA binding, fluorescence polarization, 90 min; activity, % at 10 µM; 370,000 compounds, 0.79% hits;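 active = activity above about 14%, limit read from the data; passing the limit was not always enough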;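 note: 0% = DMSO wells with 35 nM protein and 100% = DMSO wells with 750 nM protein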
DDE Tn7 FP inh: disrupts Tn7 cyclic peptide binding to fibrin D-Dimer-E complex; FP displacement of FITC-Tn7 peptide from fibrin DD(E); 0% = median of compound wells per plate; inhibition, % at 8.3 µM; P02675; 370,000 compounds, 0.13% hits;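 active = inhibition above the mean of compounds falling within the control limits plus 3 SD of them, cut at about 14% in these data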;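 note: 0% = plate median of compound wells and 100% = 10 µM Aha-Tn7 peptide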
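Assay system: Human fibrin DD(E) protein | Medium: Tris buffer with calcium and detergent, pH 7.8 | Reagent: 0.1 µM fluorescent Tn7 | Compound dosing: Single point at 8.3 µM | Times: 10 min preincubation, 3 h with tracer, room temperature | Detection: Fluorescence polarization of the labelled Tn7 tracer | Controls: Aha-Tn7 high control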
PLC-gamma1 inh: inhibitors of human phospholipase C gamma1 | purified PLC-gamma1, fluorogenic substrate, fluorescence | inhibition, % at 12.2 µM | 370,000 compounds, 0.84% hits | AID 720700; in the data active = inhibition above about 9.5%
ARFGAP1 inh: inhibitors of rat ARFGAP1. 360,000 compounds, 0.26% hits. inhibition, % at 16.5 µM. Q62848. Arfgap1-stimulated ARF1 GTP hydrolysis, GDP FP detection;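 active = inhibition above a per-plate limit, mean inhibition of low control wells plus 3 SD, cut at about 25% in these data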;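 note: 0% = DMSO wells with enzyme and 100% = wells lacking Arfgap1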
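Material: rat Arfgap1 catalytic domain, aa 1-136; also added: human ARF1(Δ1-17)-GTP substrate; compound dosing: one concentration, 16.5 µM, DMSO 1.26%; incubation: GTP hydrolysis reaction 2 h at 25 °C; measured by: Tracer-displacement fluorescence polarization with EDTA stop, 620/688 nm; evaluation: % inhibition from polarization; repeats: one replicate per compound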
ASAP1 GAP inh: blocks human ASAP1-stimulated Arf1 GTP hydrolysis; GDP FP detection; inhibition, % at 16.5 µM; 360,000 compounds, 0.19% hits; in the data active = inhibition above about 25%;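 note: 0% = vehicle with enzyme and substrate and 100% = no enzyme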
An asterisk follows results filed as active; i = inactive; . = not tested or not shown; & = joins results of further samples. Random draw from the library. About 4.5% of those tested had a hit in this group.

structure	PLC-beta3 inh	Tn6 DDE FP	UHRF1 binding	KLK7 zymogen act	sPLA2-III inh	NR1D1 modulator	DDE Tn7 FP inh	PLC-gamma1 inh	ARFGAP1 inh	ASAP1 GAP inh
COCCNC(=S)NCCCNc1nc2cc3c(cc2cc1C#N)OCO3	-293.9	-4.3	-7.5	25.2*	-2.4	-6.5	-1.9	-234.7	8.3	-6.1
Cc1ccc(NC(=S)N(Cc2ccc(Cl)cc2)Cc2ccc(C(=O)O)cc2)cc1Cl	-1.4	1.5	2.1	0.3	-49.8	0.8	-11.0	3.3	2.0	6.1
COC(=O)c1cc(OC)c(OC)cc1NC(=S)N1CCOCC1	-9.2	0.5	2.5	0.2	10.3	-1.6	-0.3	-0.2	11.7	5.5
CCOC(=O)C(Sc1ncc(C#N)c(N)n1)C(C)C (centres undefined)	-16.9	-0.3	-1.0	-0.5	-3.6	7.8	6.2	-10.7	-13.3	-11.0
CS(=O)(=O)Nc1cccc(C2=NN(S(C)(=O)=O)C(c3ccccc3)C2)c1 (centres undefined)	-1.4	-4.4	2.0	-2.0	-18.5	4.8	-0.8	1.0	1.6	-7.9
COc1ccc(NC2CCCN(C(=O)CCN3Cc4ccccc4C3=O)C2)cc1 (centres undefined)	2.7	-11.6	-4.0	-0.2	2.7	-1.0	9.1	1.6	-8.3	7.8
COc1ccc(CNS(=O)(=O)/C=C/c2ccc(F)cc2CNC(=O)OC(C)(C)C)cc1	-2.5	5.0	-3.8	-0.7	-1.5	-3.1	-3.1	-0.7	.	.
CN(Cc1cnn(-c2ccccc2)c1)C(=O)C1CCC(=O)N(C2CC2)C1 (centres undefined)	-8.3	-6.6	0.8	-0.8	-0.9	-7.5	2.4	0.9	-2.7	-2.2
Cc1ccc(C)c2c1sc(=NC(=O)CN1C(=O)CCC1=O)n2C	5.7	-2.8	-4.3	0.1	2.6	1.4	-7.5	5.6	9.3	11.5
Cc1ccc(N=Cc2cc(Cl)cc(Cl)c2O)nc1	-43.9	2.2	-8.1	-0.3	-9.9	-2.9	3.3	-36.2	-15.2	-6.0
CCc1nc2c(OCc3ccc(OC(F)F)cc3)cccn2c1N(C)C(=O)c1ccco1	-2.1	9.8	-0.9	0.1	-2.2	-0.9	0.6	-4.1	8.0	2.8
COc1cccc(C(NC(C)=O)c2nc(-c3cccs3)cs2)c1 (centres undefined)	-0.3	4.4	-3.0	-0.3	-6.9	2.7	-2.4	-2.4	-7.1	-15.1
COc1ccc(C(=O)NC(NC(=S)Nc2ccc(S(N)(=O)=O)cc2)C(Cl)(Cl)Cl)cc1 (centres undefined)	3.4	-8.0	-3.8	0.6	-63.3	0.5	3.2	3.4	4.4	6.0
O=C(COc1cccc([N+](=O)[O-])c1)N/N=C/c1ccco1	-1.9	-6.7	-3.2	-0.6	-0.2	-3.5	-3.9	0.7	-3.0	7.6
O=C(COc1ccc(Cl)cc1)NCc1nnc(SCC(=O)N2CCCCCC2)o1	-1.0	4.3	-1.4	0.0	-3.5	1.2	1.6	0.9	-0.9	-0.1
Fc1cc(Br)ccc1NC(=S)Nc1ccccc1	3.6	2.6	-1.1	0.3	1.3	1.4	2.2	2.5	-7.2	7.4
Cc1c(Cl)cnc(NC(=O)COC(=O)c2ccc3ncsc3c2)c1Cl	-5.4	-3.8	-0.1	1.1	-6.4	4.0	-4.0	-2.2	8.8	-1.4
[N-]=[N+]=CC(=O)CNC(=O)[C@@H](Cc1ccccc1)N1C(=O)c2ccccc2C1=O	-10.0	-4.3	-1.6	0.4	-1.4	1.4	6.5	2.3	-2.2	2.4
OC(CN1CCN(c2cccc(Cl)c2)CC1)c1ccccc1 (centres undefined)	-8.3	0.4	5.0	0.1	8.9	-0.9	3.6	-1.4	6.7	-3.1
CCOC(=O)CCCc1ccc(/C(C)=N/NC(=S)NC)cc1	-9.3	0.1	-3.0	0.7	8.1	1.7	0.7	-1.4	-17.4	-5.1
COCCNC(=O)CN1C(=O)CSc2ncccc21	4.8	-0.4	0.9	-0.5	8.1	3.2	-2.6	-1.0	3.8	-2.1
Oc1c(Cl)cc(Cl)c(Cl)c1Cc1c(O)c(Cl)cc(Cl)c1Cl	-4.9	-7.1	2.2	0.5	-61.4	7.0&-1.4	1.5	0.7	-20.8	-0.3
CC(/C=C/c1ccco1)=N\NC(=O)c1cccnc1	-20.3	-0.6	-1.1	-0.1	-3.2	-5.1	6.1	-11.7	-2.5	8.4
Cc1cc2c(cc(C(=O)OC(C)C(=O)NCc3ccc(F)cc3)n2C)o1 (centres undefined)	-25.4	-4.7	-0.7	-54.6	-0.1	6.3	9.2	-20.7	-11.8	1.9
O=C(OCC(=O)c1ccc(Cl)s1)c1cncc(Br)c1	-10.1	2.2	1.5	-0.1	8.2	0.0	5.0	1.2	-3.7	7.5
COc1cc(C2OCC3C(c4cc(OC)c(OC)c(OC)c4)OCC23)cc(OC)c1OC (centres undefined)	6.0	1.9	-1.7	0.0	-2.5	0.2	-1.1	3.4	-7.7	-7.4
COc1ccc(C(=O)NC2(C(F)(F)F)NC(=O)N(CCCc3ccccc3)C2=O)c(OC)c1OC (centres undefined)	0.7	9.0	2.3	-0.1	-12.5	8.1	0.8	-2.1	20.1	3.4
CC(C)CNc1ncnc2c1ncn2[C@H]1CN(Cc2cccc3ccccc23)C[C@@H](CO)O1	9.7	14.2	0.2	0.4	-11.2	7.3	-3.9	3.0	-3.0	-6.1
CC1=C(C(=O)O)CC(S(=O)(=O)O)C1(C)C (centres undefined)	0.8	8.6	11.8	0.0	0.0	-1.2	4.2	1.3	14.7	-10.0
Cc1ccc(C(c2nc3ccccc3[nH]2)n2c(-c3ccccc3)nc3ccccc32)cc1 (centres undefined)	-167.9	-8.0	3.0	-2.5	1.7	-5.0	-4.3	-122.6	5.9	-4.7

Complete entries from above. Values in the order: PLC-beta3 inh	Tn6 DDE FP	UHRF1 binding	KLK7 zymogen act	sPLA2-III inh	NR1D1 modulator	DDE Tn7 FP inh	PLC-gamma1 inh	ARFGAP1 inh	ASAP1 GAP inh
Cc1c(Cl)cnc(NC(=O)COC(=O)c2ccc3ncsc3c2)c1Cl as listed: -5.4	-3.8	-0.1	1.1	-6.4	4.0	-4.0	-2.2	8.8	-1.4
COc1cccc(C(NC(C)=O)c2nc(-c3cccs3)cs2)c1 (centres undefined) as listed: -0.3	4.4	-3.0	-0.3	-6.9	2.7	-2.4	-2.4	-7.1	-15.1

Next structures
structure	PLC-beta3 inh	Tn6 DDE FP	UHRF1 binding	KLK7 zymogen act	sPLA2-III inh	NR1D1 modulator	DDE Tn7 FP inh	PLC-gamma1 inh	ARFGAP1 inh	ASAP1 GAP inh
COC(=O)c1ccc(C(=O)NC2CCCc3c2cnn3-c2ccc(C)c(C)c2)cc1 (centres undefined)	-9.1	-12.7	2.2	-0.2	5.8	3.2	-0.1	-3.3	12.7	-11.6
CCN(CC(=O)NC(=O)NCc1ccccc1)Cc1nc2ccccc2c(=O)[nH]1	-5.5	-3.6	0.3	0.1	-3.0	3.2	-5.4	2.2	-5.6	5.1
Cn1cnnc1Sc1nc2c(c(=O)n(C)c(=O)n2C)n1Cc1ccccc1Cl	-2.0	-1.2	-0.3	-0.6	2.8	-2.8	7.5	1.1	-11.6	5.7
CC(=O)N1CCN(S(=O)(=O)c2cccc(C(=O)NCCC3=CCCCC3)c2)CC1	-3.4	-0.6	3.0	-0.7	2.9	1.5	3.8	2.4	-2.2	1.6
Cc1c(Cl)cccc1NC(=O)CNC(=O)c1ccc2c(c1)OCCO2	-9.7	-3.2	-1.2	-0.2	6.8	-5.6	0.1	-1.4	0.7	-2.5
COC(=O)CNC(=O)C(C)NC(=O)CNC(=O)OCc1ccccc1 (centres undefined)	7.9	-4.7	1.1	-1.0	5.2	-0.4	0.0	7.7	5.8	-12.2
COc1ccc(-c2cc(C(=O)NCCN3CCOCC3)c3ccccc3n2)cc1	i	-0.1	-2.0	14.8*	0.7	1.9	1.8	i	-8.6	-4.6
CC(C)=CCCC(C)CN1CCC(n2nccc2NC(=O)c2cccnc2)CC1 (centres undefined)	-6.3	-1.7	-1.3	-0.1	-11.3	-0.3	-0.4	-0.1	5.9	-1.8
CC(=O)COC(=O)C1CC(=O)N(c2ccc(C)c(C)c2)C1 (centres undefined)	0.4	-8.2	3.6	0.5	11.3	5.2	-1.8	-1.4	13.7	7.2
Cc1nn(CC(=O)Nc2ccc(N3CCOCC3)cc2)c(C)c1[N+](=O)[O-]	1.7	2.2	-1.2	-0.2	-5.8	-7.4	5.4	-1.8	-13.6	3.0
CCn1c(SCC(=O)OC(C)C)nnc1-c1cccc(Cl)c1	4.6	2.2	2.8	-0.1	0.6	-0.1	-0.8	0.6	4.0	5.2
Cc1nn2c(-c3ccc(F)cc3)ccnc2c1Cl	-20.0	3.0	14.7	0.3	1.3	3.7	3.5	-9.8	-9.0	-5.1
Cc1ccc(C)c(SCC(=O)NCc2ccco2)c1	12.3*	-2.4	-0.7	-0.7	3.3	-2.5	0.0	0.1	-10.9	12.9
CC(Sc1nnc(NCc2ccccc2)s1)C(=O)Nc1ccc2c(c1)C(=O)c1ccccc1C2=O (centres undefined)	1.6	-5.1	0.3	1.2	0.8	-4.9	-8.7	3.5	11.5	4.2
Cc1cc(C)c(NC2=NS(=O)(=O)c3ccccc32)c(C)c1	3.9	-11.0	-3.0	0.7	-0.9	0.3	5.4	1.4	-4.9	1.5
O=C(Oc1ccc(OC(=O)c2ccco2)c(S(=O)(=O)c2ccc(Cl)cc2)c1)c1ccco1	3.3	-13.3	1.3	-0.5	-29.6	-1.0	-1.5	2.3	-6.4	-0.6
CCCCn1c(N)c(N(CC(C)C)C(=O)c2ccc(COc3ccccc3)o2)c(=O)[nH]c1=O	-5.9	1.4	-0.2	0.2	-7.2	-4.1	0.4	-3.8	-13.7	-9.4
C[C@H](CO)N1C[C@H](C)[C@@H](CN(C)CC2CCCCC2)Oc2c(NC(=O)Cc3ccccc3)cccc2C1=O	0.2	-4.0	-0.2	0.0	-13.2	2.9	1.0	0.6	14.0	1.9
CC1CCN(C(=S)SCc2nc(N)nc(Nc3ccccc3)n2)CC1	-6.7	5.8	3.8	0.3	0.3	-18.0	4.8	-0.6	3.6	-13.6
O=C(/C=C/c1c[nH]c2ccccc12)c1cccc2ccccc12	-277.6	-7.8	-1.8	-0.4	-30.9	1.6	-5.8	-231.8	22.6	12.0
O=[N+]([O-])c1ccc(C2CN=C(Nc3ccccc3)S2)cc1 (centres undefined)	-6.1	-0.3	-3.0	0.5	-2.9	.	1.7	-2.3	1.6	-4.3
C=CCN(Cc1cccs1)C(=O)CN1CCN(S(=O)(=O)c2ccc3c(c2)OCCCO3)CC1	-2.1	4.4	0.0	-0.1	-11.8	3.5	10.2	2.2	-1.3	-0.5
